ANO1 activ = activators or potentiators of mouse TMEM16A chloride channel; AID 623877; HEK293 TMEM16A/YFP-H148Q/I152L, iodide quench fluorescence; stronger effect = lower value; B-score at 10 µM; 340,000 compounds, 0.3% hits;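 active = fluorescence-ratio B-score plate-corrected deviation score at least 3 library SD below zero, with starting fluorescence score within 5 deviations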;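 also: channel opened by trigger with iodide after compound preincubation; score built on the fluorescence ratio of max minus min over baseline; more negative score means more quench and so TMEM16A activation or potentiation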
HDAC3 inh = inhibitors of human histone deacetylase 3 | O15379 | recombinant HDAC3, fluorogenic peptide/trypsin coupled, fluorescence | inhibition, % at 8.3 µM | 320,000 compounds, 0.15% hits; in the data active = inhibition above about 26%, passing the limit was not always enough; inconclusive = no clear call, values can overlap the other calls
Target sequence (O15379 whole entry, looked up): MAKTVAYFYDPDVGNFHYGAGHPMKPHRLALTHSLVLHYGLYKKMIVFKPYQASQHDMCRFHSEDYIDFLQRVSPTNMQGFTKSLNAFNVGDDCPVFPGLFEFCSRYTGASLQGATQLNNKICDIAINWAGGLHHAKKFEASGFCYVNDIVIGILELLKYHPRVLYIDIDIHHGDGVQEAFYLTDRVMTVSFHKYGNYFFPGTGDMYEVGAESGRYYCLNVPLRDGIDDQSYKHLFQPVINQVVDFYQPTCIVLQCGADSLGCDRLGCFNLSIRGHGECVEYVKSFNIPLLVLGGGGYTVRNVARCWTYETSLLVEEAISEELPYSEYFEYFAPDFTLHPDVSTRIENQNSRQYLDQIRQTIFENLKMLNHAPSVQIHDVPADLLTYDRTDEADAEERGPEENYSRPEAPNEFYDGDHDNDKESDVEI
Active calls of the source: *; i = inactive; ? = inconclusive; & = joins results of further samples. A portion of the library; count on the stated rates, not on these rows.

SMILES	ANO1 activ	HDAC3 inh
COc1ccc(NC(=O)CN2C(=O)NC3(CCCCC3C)C2=O)cc1OC (stereo unspecified)	i	4
C[C@@H](C(=O)Nc1nccs1)N1C(=O)C2CC=CCC2C1=O (stereo partly specified)	i	2
CC1CC(C)(C)CC2(C1)NC(=O)N(CC(=O)N(C)Cc1nc3ccccc3c(=O)[nH]1)C2=O (stereo unspecified)	i	23
O=C(O)CCSc1nnc(SCC(=O)NC2CCS(=O)(=O)C2)s1 (stereo unspecified)	i	4
N#Cc1c(/N=C/c2ccc(-c3ccc(C(=O)O)c(Cl)c3)o2)sc2c1CCCC2	i	1
COC(=O)[C@@]12CCCCN1[C@H](c1ccc(-c3ccc(Cl)c(Cl)c3)cc1)[C@H]1C(=O)N(C)C(=O)[C@H]12	i	0
O=S(=O)(NC1=NCCCCC1)c1cc(F)ccc1F	i	2
O=C(CN1CCN(c2ccccc2O)CC1)Nc1ccc2c(c1)OCCCO2	i	-2
C=CC[C@@H](CC(=O)N[C@H](CO)Cc1ccccc1)C(=O)N[C@@H](COC(=O)[C@@H](CC=C)CC(=O)OC(C)(C)C)Cc1c[nH]c2ccccc12	i	10
CCC(CO)Oc1cc(NC(=O)c2ccccc2[N+](=O)[O-])c2ncn(C(C)C)c2c1 (stereo unspecified)	i	8
CN(Cc1ccco1)c1ncnc2ccc(-c3ccc4c(ccn4C)c3)cc12	i	0
O=C(COc1ccccc1C(=O)NCc1ccccc1)Nc1ccccc1	i	4
CSc1ccc(/C=C/C(=O)OCC(=O)N2CCN(S(=O)(=O)c3ccc(C)cc3C)CC2)cc1	i	7
O=C(C1COc2ccccc2O1)N1CCN(c2ccc(C(F)(F)F)cn2)CC1 (stereo unspecified)	i	-8
COC(=O)c1ccccc1NS(C)(=O)=O	i	0
COc1ccccc1NCCC(=O)OCC(=O)Nc1ccccc1Cl	i	4
CCc1ccccc1NC(=O)CNC(=O)c1cn(Cc2ccccc2)nc1-c1cccnc1	i	0
CN(C)S(=O)(=O)c1cc(NC(=O)C2=COCCO2)ccc1Cl	i	0
COC(=O)[C@@]12CCCCN1[C@H](c1ccc(-c3ccc(F)cc3)cc1)[C@H]1C(=O)N(C)C(=O)[C@H]12	i	6
Nc1nc(SCC(=O)Nc2cc(Cl)ccc2Cl)n[nH]1	i	-1
CCCCn1c(N)c(N(CC)C(=O)c2ccc(-c3ccc(Cl)cc3)o2)c(=O)[nH]c1=O	i	-1
CC(OC(=O)c1ccco1)C(=O)Nc1ncc(Cl)cc1Cl (stereo unspecified)	i	-3
O=C(CSc1nnc(-c2c[nH]c3ccccc23)o1)NCC1CCCO1 (stereo unspecified)	i	-3
Cc1c(NC(=O)COC(=O)/C=C/c2cccc(Cl)c2)c(=O)n(-c2ccccc2)n1C	i	-3
O=C(c1cccc(O)c1)N1CCN(C(=O)C2CC2)CC1	i	3
CC(OC(=O)CSc1ccc([N+](=O)[O-])cc1)C(=O)NC1CC1 (stereo unspecified)	i	11
CCN(C[C@H]1N[C@@](Cc2ccccc2)(C(=O)OC)[C@H]2C(=O)N(C)C(=O)[C@@H]12)S(=O)(=O)c1ccc(OC(F)(F)F)cc1	i	17
O=C(Cc1ccc2c(c1)OCCO2)N/N=C/c1ccco1	i	2
CC1CC(C)CN(C(=O)COC(=O)c2ccc([N+](=O)[O-])o2)C1 (stereo unspecified)	i	2
Nc1cc(=O)[nH]c(SCC(=O)Nc2cccc(S(=O)(=O)N3CCCCC3)c2)n1	i	-7
CCc1ccccc1NC(=O)CN1CCN(CC(=O)NCc2ccc(Cl)cc2)CC1	i	3
CCN(CC(=O)Nc1ccc(S(=O)(=O)N2CCCC2)cc1)CC(=O)Nc1ccccc1C(F)(F)F	i	3
Nn1c(SCC(=O)Nc2cccnc2Cl)nnc1-c1ccccc1	i	9
COc1ccc(OC)c(/C=C/C(=O)N(C)CC(=O)Nc2ccc(N3CCOCC3)cc2)c1	i	2
O=C(COC(=O)Cn1nnc(-c2ccccc2)n1)Nc1cc(F)ccc1F	i	-4
C=CC[C@H](CC(=O)NCCO)C(=O)N[C@H](C)COC(=O)[C@@H](CC=C)Cc1ccc(F)cc1	i	2
Cc1ccc(OCCC(=O)NNC(=O)c2nn(C)c(=O)c3ccccc23)cc1	i	6
CC(C)C(NC(=O)c1ccc(Cl)c([N+](=O)[O-])c1)C(=O)NCc1ccccn1 (stereo unspecified)	i	7
CCOc1ncccc1C(=O)Nc1ccc(C(=O)Nc2ccc(OC)cc2)cc1	i	-16
CCOC(=O)c1c(C)[nH]c(C(=O)OCC(=O)N(CC(C)C)C2CCS(=O)(=O)C2)c1C (stereo unspecified)	i	2
COc1ccc(S(=O)(=O)Nc2ccc(-c3ccc4nnc(C)n4n3)cc2)c(OC)c1	i	?
C[C@H](CO)N1C[C@H](C)[C@@H](CN(C)Cc2ccncc2)Oc2c(NC(=O)CCC(F)(F)F)cccc2C1=O	i	0
O=C(COc1cc(F)ccc1[N+](=O)[O-])Nc1cccc(S(=O)(=O)NC2=NCCC2)c1	i	1
NC(=O)Nc1ccc(C(=O)OCC(=O)NC2CCCc3ccccc32)cc1 (stereo unspecified)	i	-4
COc1ccc(C(CNC(=O)C(CCSC)NC(=O)c2ccccc2Cl)N2CCCC2)cc1 (stereo unspecified)	i	-2
CN(C(=O)COC(=O)c1cccnc1Cl)C1CCCCC1	i	0
COc1ccc(-c2c(-c3cc(OC)cc(OC)c3)n(C)c3ccc(-c4ccc(SC)cc4)cc23)cc1	i	3
COc1ccccc1-c1csc2ncnc(Sc3nnnn3C)c12	i	0
COC(=O)c1ccc(CNC(=O)CSC(C)C(=O)Nc2cc(C)on2)cc1 (stereo unspecified)	i	-4
CN(C)C(=O)CSc1ccccc1C(=O)OCC(=O)NC1CC1	i	-2

(cont.)
SMILES	ANO1 activ	HDAC3 inh
O=C(O)[C@@H]1CCCN(S(=O)(=O)c2cccc3cccnc23)C1	i	0
COc1cc(C)ccc1OCC(=O)Nc1ccc2c(c1)OCO2	i	5
O=C(Nc1nccs1)[C@@H]1CCCN1S(=O)(=O)c1ccc(Cl)cc1	i	-2
CN1CCN(C(=O)c2ccc(S(=O)(=O)Nc3ccccc3)cc2)CC1	i	-1
O=C(Nc1ccc2c(c1)OCO2)c1ccc(CO)cc1	i	-4
CN(C(=O)COC(=O)c1cc2ccccc2cc1O)C1CCCCC1	i	5
O=C(CSc1ncnc2sc3c(c12)CCCC3)NC1CCS(=O)(=O)C1 (stereo unspecified)	i	5
COc1ccccc1CNC(=O)COC(=O)COc1ccccc1F	i	0
Cc1csc(=O)n1CCC(=O)OCc1nnc(-c2ccc([N+](=O)[O-])cc2)o1	i	6
CCCn1c(N)c(N(CCOC)C(=O)c2cc3ccccc3cc2OC)c(=O)[nH]c1=O	i	-8
Cc1c(C(=O)O)cccc1[N+](=O)[O-]	i	-3
O=C(COc1ccc2ccc(=O)oc2c1)NC1CCCCC1	i	-8
N#CC1(NC(=O)CSc2nncn2-c2ccccc2F)CCCC1	i	-1
O=C(COc1ccccc1F)NNC(=O)Cn1c(=O)cnc2ccccc21	i	1
Cc1ccc(-c2csc(NC(=O)c3c(C)noc3C)n2)cc1C	i	4
N#Cc1ccc(OCC(=O)NNC(=O)C2CCCCC2)cc1	i	6
O=C(NNC(=S)Nc1ccc(Cl)cc1Cl)c1cccnc1	i	3
O=C1C=C(c2ccc(Cl)nc2)C[C@@H](c2ccc3c(c2)OCO3)C1	i	-4
COc1cccc(CN(C)C(=O)CSCC(=O)Nc2cccc(C)c2)c1OC	i	2
CC(=O)c1c(C)[nH]c(C(=O)OCC(=O)N2CCc3ccccc3C2)c1C	i	-4

Look-ups from the results shown:
In HDAC3 inh, COC(=O)[C@@]12CCCCN1[C@H](c1ccc(-c3ccc(Cl)c(Cl)c3)cc1)[C@H]1C(=O)N(C)C(=O)[C@H]12 has the entry 0
In HDAC3 inh, CN(Cc1ccco1)c1ncnc2ccc(-c3ccc4c(ccn4C)c3)cc12 has the entry 0

15 entries from above, reformatted.
Sequence of screens: ANO1 activ, HDAC3 inh
O=C(COc1cc(F)ccc1[N+](=O)[O-])Nc1cccc(S(=O)(=O)NC2=NCCC2)c1
→ i, 1
NC(=O)Nc1ccc(C(=O)OCC(=O)NC2CCCc3ccccc32)cc1 (stereo unspecified)
→ i, -4
COc1ccc(C(CNC(=O)C(CCSC)NC(=O)c2ccccc2Cl)N2CCCC2)cc1 (stereo unspecified)
→ i, -2
CN(C(=O)COC(=O)c1cccnc1Cl)C1CCCCC1
→ i, 0
COc1ccc(-c2c(-c3cc(OC)cc(OC)c3)n(C)c3ccc(-c4ccc(SC)cc4)cc23)cc1
→ i, 3
COc1ccccc1-c1csc2ncnc(Sc3nnnn3C)c12
→ i, 0
COC(=O)c1ccc(CNC(=O)CSC(C)C(=O)Nc2cc(C)on2)cc1 (stereo unspecified)
→ i, -4
CN(C)C(=O)CSc1ccccc1C(=O)OCC(=O)NC1CC1
→ i, -2
O=C(O)[C@@H]1CCCN(S(=O)(=O)c2cccc3cccnc23)C1
→ i, 0
COc1cc(C)ccc1OCC(=O)Nc1ccc2c(c1)OCO2
→ i, 5
O=C(Nc1nccs1)[C@@H]1CCCN1S(=O)(=O)c1ccc(Cl)cc1
→ i, -2
CN1CCN(C(=O)c2ccc(S(=O)(=O)Nc3ccccc3)cc2)CC1
→ i, -1
O=C(Nc1ccc2c(c1)OCO2)c1ccc(CO)cc1
→ i, -4
CN(C(=O)COC(=O)c1cc2ccccc2cc1O)C1CCCCC1
→ i, 5
O=C(CSc1ncnc2sc3c(c12)CCCC3)NC1CCS(=O)(=O)C1 (stereo unspecified)
→ i, 5

Next section
SMILES	ANO1 activ	HDAC3 inh
CN(Cc1ccccc1)C(=O)c1[nH]cnc1C(=O)Nc1ccccc1	i	2
CC1(C)Oc2ccc3ccc(=O)oc3c2[C@@H](O)[C@H]1O	i	-37
CCn1c2ccccc2c2cc(NC(=O)C(C)OC(=O)c3ccc(NC(=O)CC#N)cc3)ccc21 (stereo unspecified)	i	0
COc1cccc(NC(=O)/C=C/c2ccc(S(=O)(=O)N3CCOCC3)cc2)c1	i	7
CCN(CC)C(=O)COC(=O)C1CCN(S(=O)(=O)c2ccc3c(c2)OCCO3)CC1	i	0
CCC(C(=O)Nc1ccc(S(=O)(=O)N(C)C2CCN(C)CC2)cc1)c1ccccc1 (stereo unspecified)	i	4
O=C(COC(=O)c1ccc2c(c1)OCO2)Nc1ccccc1Cl	i	-6
O=c1cc(OCc2ccccc2)cc[nH]1	i	-2
CC(C)NC(=O)Nc1cccc2c1O[C@@H](CN(C)S(=O)(=O)c1ccc(F)cc1)[C@@H](C)CN([C@H](C)CO)C2=O	i	1
N#Cc1ccccc1S(=O)(=O)N1CCN(C(=O)Cc2coc3cc(O)ccc23)CC1	i	4
O=C(Nc1cccc(S(=O)(=O)NCc2ccco2)c1)c1ccc(Cl)cc1	i	0
CCc1cc(C(=O)N(C)CC(=O)Nc2c(Cl)cccc2Cl)sc1C	i	-11
O=C(CN1C(=O)NC(c2ccccc2)(c2ccccc2)C1=O)NC1CCS(=O)(=O)C1 (stereo unspecified)	i	-3
CCSc1nnc(SCC(=O)NC2CCCCC2)s1	i	0
CC(=O)c1ccc(NC(=O)CSc2nnc(C3CC3)n2C2CC2)cc1	i	-2
CC1CN(S(=O)(=O)c2cccc(C(=O)N3CCC(C(N)=O)CC3)c2)CC(C)O1 (stereo unspecified)	i	-3
Cc1c(C(=O)NCc2ccccc2CN2CCCC2)oc2ccc(F)cc12	i	0
COC(=O)Nc1ccc(S(=O)(=O)N2CCCC(C(=O)NCC3CCCO3)C2)cc1 (stereo unspecified)	i	-5
CC1CC(C)CN(C(=O)COC(=O)c2ccc(N3CCCC3=O)cc2)C1 (stereo unspecified)	i	2
Cc1ccc(S(=O)(=O)N2CCC(C(=O)Nc3ncccc3O)CC2)cc1	i	18
CC1CCN(C(=O)c2cc(S(=O)(=O)N3CCOCC3)ccc2N2CCCC2)CC1	i	7
Cc1c(C2(O)CCCCC2)[nH]c2ncccc12	i	3
COc1cc(NC(=O)c2ccc(OCc3c(C)noc3C)c(OC)c2)cc(OC)c1	i	-4
O=C(CCc1ccc(S(=O)(=O)N2CCOCC2)cc1)OCC(=O)c1ccc(Br)cc1	i	3
CCN(C(=O)COc1ccc(C)cc1OC)c1cccc2ccccc12	i	-13
COc1cc2sc(-c3ccc(S(C)(=O)=O)cc3)c(C(=O)NCc3ccc(C)o3)c2cc1OC	i	-10
COc1ccc(S(=O)(=O)N2CCCCCC2)cc1NC(=O)c1ccccc1S(C)(=O)=O	i	-3
O=C1CCCC/C=C\C[C@H](CC(=O)N(CCO)Cc2ccccc2)C(=O)N[C@@H](c2ccccc2)CO1	i	-5
NC(=O)c1cc(S(=O)(=O)N2CCCC2)ccc1OCCOc1ccccc1	i	7
O=C(NNC(=O)c1ccccc1F)c1ccc(S(=O)(=O)N2CCCCC2)cc1	i	5
COC(=O)c1ccc(N2CC3CNC(=O)C2(C(=O)OC)N3C)cc1 (stereo unspecified)	i	-1&1
Nc1cc(=O)[nH]c(SCC(=O)N2CCCC2)n1	i	-5
CC(C)c1ccc(NC(=O)CCCN2C(=O)NC(C)(C)C2=O)cc1	i	5
CCOc1ccccc1C(=O)N[C@H](C(=O)OCc1csc(CC(=O)Nc2ccc(C)cc2)n1)C(C)C	i	4
Cc1ccc(NS(=O)(=O)c2ccc3[nH]c(=O)oc3c2)cc1Cl	i	-1
CC[C@@]1(C(=O)OC)N[C@H](CN(C)C(=O)Nc2ccc(C)cc2)[C@@H]2C(=O)N(Cc3ccccc3)C(=O)[C@@H]21	i	8
CCc1noc(C)c1C(=O)OC(C)C(=O)NCc1ccc(OC)cc1 (stereo unspecified)	i	-3
O=C(O)CSc1nnc(-c2cccc(S(=O)(=O)N3CCOCC3)c2)n1-c1ccc(F)cc1	i	-2
CCOc1ccc(N2C(=O)CSC2=NC#N)cc1	i	-1
Cc1occc1-c1nnc(SCC(=O)N2CCCCC2C)o1 (stereo unspecified)	i	-14
CCCCNS(=O)(=O)NC(=O)C1=C(N2CCCC2)COC1=O	i	-2
Cc1ccc(NC(=O)C/C(N)=N/OC(=O)Nc2cccc(Cl)c2)cc1	i	1
CC[C@@H](CCC=C(C)C)C(=O)N(Cc1ccccc1)c1ccccc1	i	15
